Source: PubChem BioAssay (National Center for Advancing Translational Sciences (NCATS))
FLuc counter: firefly luciferase modulation, counter-screen for miR-21 project. AID 588342. 360,000 tested, 6.9% active. P08659. Potency, µM (titrated, usually from 57.5 µM), for the others: top-dose activity change, negative = inhibition, actives largely listed as inhibitors. purified FLuc, Km substrates, luminescence inhibition;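 also: plate controls were vehicle for no effect and reference inhibitor for full effect; nearly all actives have a fitted effect of over 55% in size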
Target sequence (P08659 whole entry, looked up): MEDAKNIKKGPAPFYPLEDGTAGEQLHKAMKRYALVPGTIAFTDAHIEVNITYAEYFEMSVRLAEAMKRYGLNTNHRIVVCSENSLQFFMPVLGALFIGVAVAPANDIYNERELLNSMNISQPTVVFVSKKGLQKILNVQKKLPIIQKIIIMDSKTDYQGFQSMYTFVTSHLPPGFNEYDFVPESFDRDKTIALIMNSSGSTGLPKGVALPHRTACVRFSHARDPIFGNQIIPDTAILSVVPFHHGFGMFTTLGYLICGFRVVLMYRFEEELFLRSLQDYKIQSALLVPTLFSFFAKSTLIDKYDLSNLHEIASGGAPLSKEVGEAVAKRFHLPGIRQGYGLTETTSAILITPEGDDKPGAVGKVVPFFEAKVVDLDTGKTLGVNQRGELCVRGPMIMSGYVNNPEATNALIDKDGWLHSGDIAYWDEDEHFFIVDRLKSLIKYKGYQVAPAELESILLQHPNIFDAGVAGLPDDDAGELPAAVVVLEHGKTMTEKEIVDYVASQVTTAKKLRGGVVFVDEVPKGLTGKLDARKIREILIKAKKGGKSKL
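Purified P. pyralis luciferase (10nM final) with 10uM D-luciferin and 10uM ATP (Km levels) in 50mM Tris acetate pH 7.5, 10mM Mg acetate, 0.01% Tween-20, 0.05% BSA; qHTS 6-point titration, ~60 µM downward; luminescence read.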
MBNL1-CUG inh: MBNL1-poly(CUG) RNA binding inhibition | AID 2675 | Potency, µM (doses to about 57.5 µM), inactives show top-dose activity change, negative = inhibition, most hits filed as inhibitors | Q9NR56 | 280,000 tested, 0.036% active | TR-FRET MBNL1-His/biotin-(CUG)12 binding, 665/545 ratio; active = well fitted inhibition curve with a large enough effect in the signal ratio, with a control signal flat, not every such curve was filed as active; inconclusive = small, poorly fitted or top-dose-only effect, or effect the other way, or a change in a side signal; inactive = no such curve, though single readings can be large or run the other way; the % refers to the signal ratio; also: % is scaled to controls: 0 for no effect and ±100 for the full control effect
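TR-FRET between His-tagged MBNL1 and biotin-(CUG)12 RNA, detected with Tb anti-His antibody (0.055 ng/ul) and streptavidin-XL665 (5 nM), 60 min at room temperature. Compounds titrated 92 nM to 58 uM; 665/545 nm ratio normalized to buffer and complex controls.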
ELG1 genotox: induces genotoxicity in HEK293T cells with luciferase-tagged ELG1. HEK293T ELG1-luciferase reporter, luminescence, 16 h. Potency, µM (titrated, usually from 46 µM), without a hit: top-dose activity change, positive = activation, actives largely listed as activators. 330,000 tested, 1.3% active. AID 504466; also: % of control where 0% means no effect; nearly all actives have a fitted effect of over 60% in size
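HEK293T cells expressing luciferase-tagged ELG1 were treated with compound or DMSO for 16 hr at 37°C. Luciferase activity was then read after 30 min with ONE-Glo at room temperature; rising signal flags genetic stress.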
MLL CXXC-DNA inh: MLL CXXC-DNA interaction inhibition; Q03164; MLL-CXXC / FITC-HOXA9 DNA fluorescence polarization; Potency, µM (highest dose often 115 µM), without a hit: at the top dose activity change, negative = inhibition, actives largely listed as inhibitors; 290,000 tested, 0.037% active; AID 2662; active = well fitted inhibition curve with a large enough effect in the polarisation, with a control signal flat, not every such curve was filed as active; inconclusive = small, poorly fitted or top-dose-only effect, or effect the other way, or a change in a side signal; inactive = no such curve, though single readings can be large or run the other way; the % refers to the polarisation
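Fluorescence polarization: 7 uM MLL-CXXC (stock) preincubated 5 min with compounds, then 50 nM fluorescein-HOX-A9 DNA (stock) added; 30 min ambient. Buffer 50 mM Tris-HCl pH 7.5, 50 mM NaCl, 1 mM DTT, 0.05% BSA.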
Gal4-VP16 FLuc: inhibits Gal4-VP16 luciferase reporter, ROR gamma counter-screen; Drosophila S2 Gal4-VP16 UAS-luciferase, luminescence, 20 h; Potency, µM (top dose mostly 53.6 µM), inactives show top-dose activity, negative = inhibition, actives largely listed as inhibitors; 310,000 tested, 3.5% active; AID 2546;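 also: Gal4-VP16 expression switched on by copper sulfate through the metallothionein promoter; % is scaled to controls: 0 for no effect and ±100 for the full control effect; nearly all actives have a fitted effect of over 50% in size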
RORg inh: ROR gamma (mouse) transcription inhibition; AID 2551; Drosophila S2 Gal4-RORgamma UAS-luciferase reporter, 20 h; Potency, µM (titrated, usually from 53.6 µM), for the others: top-dose activity change, negative = inhibition, usual class: inhibitors; P51450; 310,000 tested, 5.4% active; also: % is scaled to controls: 0 for no effect and ±100 for the full control effect; nearly all actives have a fitted effect of over 60% in size
Target sequence (P51450 whole entry, looked up, the tested form may be a part): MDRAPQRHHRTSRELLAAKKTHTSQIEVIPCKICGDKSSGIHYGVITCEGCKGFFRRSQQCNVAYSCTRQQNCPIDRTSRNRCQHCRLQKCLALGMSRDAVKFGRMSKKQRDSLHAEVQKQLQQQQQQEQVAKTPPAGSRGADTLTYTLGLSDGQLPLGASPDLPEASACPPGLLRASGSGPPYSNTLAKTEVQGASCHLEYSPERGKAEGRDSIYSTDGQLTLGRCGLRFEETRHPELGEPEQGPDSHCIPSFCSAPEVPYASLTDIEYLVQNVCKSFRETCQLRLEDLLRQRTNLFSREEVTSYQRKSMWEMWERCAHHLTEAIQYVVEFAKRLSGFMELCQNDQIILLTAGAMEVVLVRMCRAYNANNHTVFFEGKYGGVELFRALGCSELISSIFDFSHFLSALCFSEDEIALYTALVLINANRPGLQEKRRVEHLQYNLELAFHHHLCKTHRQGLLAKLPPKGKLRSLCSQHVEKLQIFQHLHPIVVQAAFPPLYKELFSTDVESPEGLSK
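ROR gamma transcriptional activity was tracked as Gal4-UAS luciferase output in stably transfected Drosophila Schneider cells, with compound added 1 hr before 700 uM copper sulfate induction and a 20 hr ambient-temperature incubation.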
NPC1 promoter act: NPC1 promoter activation | Potency, µM (top dose mostly 9.22 µM), without a hit: at the highest dose activation, most hits filed as activators | 320,000 tested, 2.4% active | Huh7 NPC1 promoter luciferase reporter, 24 h;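 also: % of control where 0% means no effect; nearly all actives have a fitted effect of over 60% in size; reporter is driven by a mutant NPC1 promoter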
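Huh7 reporter cells (NPC1 promoter driving luciferase) are dosed with compound for 24 h at 37 °C, 5% CO2; luciferase detection reagent is then added and luminescence measured after 10 min at ambient temperature.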
p53 reactivation: restores transcriptional activity of mutant p53; H1299 p53-A138V BP100-luciferase reporter, luminescence, 24 h; AID 504706; Potency, µM (highest dose often 92.2 µM), inactives show at the top dose activity change, positive = activation, actives largely listed as activators; 320,000 tested, 0.063% active; also: % of control where 0% means no effect; nearly all actives have a fitted effect of over 45% in size
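H1299 (p53-null), stable ts p53-A138V + BP100-Luc; 1000 cells/well, Opti-MEM/10% FBS; cpd 4 pt, 1:5; 24 h, 37 deg C, 5% CO2; detection reagent 10 min RT; luminescence.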
Rab9 prom act: Rab9 promoter activation; Huh7 Rab9 promoter-luciferase reporter, luminescence, 24 h; AID 485297; 320,000 tested, 2.8% active; Potency, µM (series often up to 9.22 µM), without a hit: top-dose activation, negative = inhibition, actives largely listed as activators; also: % of control where 0% means no effect; nearly all actives have a fitted effect of over 60% in size
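Huh7 cells stably carrying Rab9 promoter–luciferase reporter, plated 1500 cells/well, compound added after 2 h and incubated 24 h at 37 °C; luciferase luminescence then read after 10 min with detection reagent.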
uPA surface inh: cell surface uPA generation inhibition; cell surface uPA generation assay, qHTS; Potency, µM (top dose mostly 38.3 µM), without a hit: at the top dose activity change, negative = inhibition, hits mostly inhibitors; 330,000 tested, 0.31% active; AID 540303; active = well fitted inhibition curve with a large enough effect; inconclusive = small, poorly fitted or top-dose-only effect; inactive = no such curve, though single readings can be large or run the other way; tested in mouse RAW 264.7 cells; also: % is scaled to controls: 0 for no effect and ±100 for the full control effect; nearly all actives have a fitted effect of over 55% in size
BRCA1 expr up: activators of BRCA1 expression; MCF7-BRCA1-FFLuc reporter, luminescence, 48 h; response scale: scaled: vehicle 0%, 10 µM genistein 100%; Potency, µM (highest dose often 46.1 µM), without a hit: top-dose activation, most hits filed as activators; 380,000 tested, 1.1% active; AID 624202; also: nearly all actives have a fitted effect of over 80% in size; some results filed as inactive show a strong effect at the top dose
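Luminescence from a BRCA1-driven firefly luciferase in MCF7 cells was the read-out, taken 15 min after substrate addition following 48 h compound exposure at 37 °C. Data were normalized to a 10 microM genistein control and DMSO vehicle.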
* hit, by the source's call; [ ] = remark or other dose. Unless noted, calls follow the shape of the dose curve; as a rule, active = well fitted curve in the direction sought with a large enough effect; inconclusive = small, poorly fitted or top-dose-only effect, or another doubt; inactive = no such curve, though single readings can be large; an effect the other way counts as inactive or inconclusive. Potency is read from the fitted curve at half-maximal effect. Only part of the results is shown; the hit share may differ from the screen's.

`COc1ccc(-c2cc(C)no2)cc1S(=O)(=O)NCCc1ccco1` gave FLuc counter 3%, MBNL1-CUG inh -7%, ELG1 genotox 0%, MLL CXXC-DNA inh 1%, Gal4-VP16 FLuc -7%, RORg inh 17%, NPC1 promoter act -3%, p53 reactivation -3%, Rab9 prom act -2%, uPA surface inh -2% and BRCA1 expr up -6%.
Screening Cc1ccc(NS(=O)(=O)c2ccc(Cl)s2)cc1S(=O)(=O)N(C)C returned FLuc counter 5%, MBNL1-CUG inh 8%, ELG1 genotox -1%, MLL CXXC-DNA inh -10%, Gal4-VP16 FLuc 13%, RORg inh 32%, NPC1 promoter act -1%, p53 reactivation -2%, Rab9 prom act -4%, uPA surface inh 4% and BRCA1 expr up -17%.
`CS(=O)(=O)Oc1ccc(/C=N/NC(=O)c2ccncc2)cc1` gave FLuc counter inconclusive, ELG1 genotox -2%, MLL CXXC-DNA inh 9%, Gal4-VP16 FLuc -1%, RORg inh 0%, NPC1 promoter act -1%, p53 reactivation 12%, Rab9 prom act -1%, uPA surface inh -1% and BRCA1 expr up -6%.
O=C(c1ccccc1)N1CCCCC(S(=O)(=O)c2ccc3ccccc3c2)C1=O (stereo not drawn) was read as FLuc counter 0%, MBNL1-CUG inh -6%, ELG1 genotox 3%, MLL CXXC-DNA inh 12%, Gal4-VP16 FLuc 19%, RORg inh 13%, NPC1 promoter act 28%, p53 reactivation -3%, Rab9 prom act 2%, uPA surface inh -3% and BRCA1 expr up -4%.
CCCNC(=S)N1CCC(n2cnc3ccccc32)CC1 was read as FLuc counter inconclusive, MBNL1-CUG inh -5%, ELG1 genotox -6%, MLL CXXC-DNA inh -12%, Gal4-VP16 FLuc 2%, RORg inh 0%, NPC1 promoter act 1%, p53 reactivation -3%, Rab9 prom act 2%, uPA surface inh 18% and BRCA1 expr up -8%.
`COC(=O)C12CCC(C)(c3nc4ccccc4nc31)C2(C)C` (stereo not drawn) gave FLuc counter -1%, MBNL1-CUG inh 4%, ELG1 genotox 0%, MLL CXXC-DNA inh -13%, Gal4-VP16 FLuc 4%[10 µM], RORg inh -5%, NPC1 promoter act -5%, p53 reactivation 8%, Rab9 prom act -1%[1.84 µM], uPA surface inh 3% and BRCA1 expr up 0%.
`CC1(c2cc(F)ccc2F)NC(=O)N(CC(=O)Nc2cccc(S(=O)(=O)N3CCCC3)c2)C1=O` (stereo not drawn) gave FLuc counter -1%, ELG1 genotox 2%, NPC1 promoter act 1%, p53 reactivation -6%, Rab9 prom act -3%, uPA surface inh -2% and BRCA1 expr up -18%.
For COc1cccc(C2=CC(c3cccs3)n3nnnc3N2)c1 (stereo not drawn) the results were FLuc counter 3%, MBNL1-CUG inh 10%, ELG1 genotox 16µM*, MLL CXXC-DNA inh -4%, Gal4-VP16 FLuc 22%, RORg inh 34%, NPC1 promoter act -21%, p53 reactivation inconclusive, Rab9 prom act -5%, uPA surface inh -14% and BRCA1 expr up -40%.
For O=C1CCC(=O)N1OCCCOc1ccc2c(c1)CCC2 the results were FLuc counter inconclusive, MBNL1-CUG inh 13%, ELG1 genotox 2%, MLL CXXC-DNA inh -6%, Gal4-VP16 FLuc 6%, RORg inh 4%, NPC1 promoter act -1%, p53 reactivation 0%, Rab9 prom act -3%, uPA surface inh -2% and BRCA1 expr up -11%.
For O=C1NCCN1CCNS(=O)(=O)c1ccccc1[N+](=O)[O-] the results were FLuc counter -2%, MBNL1-CUG inh 15%, ELG1 genotox 2%, MLL CXXC-DNA inh 1%, Gal4-VP16 FLuc 10%, RORg inh 9%, NPC1 promoter act -3%, p53 reactivation 9%, Rab9 prom act 8%, uPA surface inh 1% and BRCA1 expr up -18%.
Screening CCOC(=O)c1c(C)[nH]c(C(=O)CSc2nnc(-c3cccs3)n2Cc2ccccc2)c1C returned FLuc counter 3%, MBNL1-CUG inh -10%, ELG1 genotox 9%, MLL CXXC-DNA inh 23%, Gal4-VP16 FLuc -5%, RORg inh -20%, NPC1 promoter act -6%, p53 reactivation 1%, Rab9 prom act 1%, uPA surface inh 0% and BRCA1 expr up -20%.
`COc1cccc(NC(=O)C(C)C)c1` gave FLuc counter -3%, ELG1 genotox 2%, NPC1 promoter act -2%, p53 reactivation 3%, Rab9 prom act -6%, uPA surface inh 5% and BRCA1 expr up -1%.
O=c1c2ccccc2ncn1C1CCCCC1 was read as FLuc counter -8%, MBNL1-CUG inh 5%, MLL CXXC-DNA inh 2%, Gal4-VP16 FLuc 29%, RORg inh -9% and BRCA1 expr up -2%.
Screening CCOc1ccc(S(=O)(=O)Nc2ncn[nH]2)cc1 returned FLuc counter 2%, MBNL1-CUG inh -2%, ELG1 genotox 0%, MLL CXXC-DNA inh -1%, Gal4-VP16 FLuc -1%, RORg inh -6%, NPC1 promoter act -5%, p53 reactivation 1%, Rab9 prom act 0%, uPA surface inh 2% and BRCA1 expr up -4%.
Cc1cc(NC(=O)c2ccc(Cn3nc(C)c(Br)c3C)o2)no1 was read as FLuc counter -1%, MBNL1-CUG inh 0%, ELG1 genotox 5%, MLL CXXC-DNA inh 1%, Gal4-VP16 FLuc 2%, RORg inh 0%, NPC1 promoter act -4%, p53 reactivation 0%, Rab9 prom act 1%, uPA surface inh 1% and BRCA1 expr up 2%.
`CC(=O)c1sc(NC(=O)C2(F)C(F)(F)C(F)(F)C(F)(F)C(F)(F)C2(F)F)nc1C` gave FLuc counter inconclusive, MBNL1-CUG inh inconclusive, ELG1 genotox -10%, MLL CXXC-DNA inh -4%, Gal4-VP16 FLuc 3.5µM*, RORg inh 4µM*, NPC1 promoter act -36%[inhibitor], p53 reactivation 2%, Rab9 prom act -46%[inhibitor], uPA surface inh inconclusive and BRCA1 expr up -102%[inhibitor].
`O=C(c1ccco1)N(Cc1cccs1)C1CCS(=O)(=O)C1` (stereo not drawn) gave FLuc counter 1%, MBNL1-CUG inh 5%, ELG1 genotox 2%, MLL CXXC-DNA inh -4%, Gal4-VP16 FLuc -1%, RORg inh 20%, NPC1 promoter act 1%, p53 reactivation 2%, Rab9 prom act -1%, uPA surface inh -10% and BRCA1 expr up 0%.
`CC(C)(C)C(=O)Nc1nnc(CC(=O)NCc2ccccc2)s1` gave FLuc counter 1%, MBNL1-CUG inh -8%, ELG1 genotox 2%, MLL CXXC-DNA inh 4%, Gal4-VP16 FLuc 1%, RORg inh -19%, NPC1 promoter act -12%, p53 reactivation -2%, Rab9 prom act -15%, uPA surface inh 3% and BRCA1 expr up 1%.
`Cc1ccc(-n2ncc(C(=O)N3CCN(C(=O)c4ccco4)CC3)c2-n2cccc2)cc1` gave FLuc counter 3%, MBNL1-CUG inh -3%, ELG1 genotox -8%, MLL CXXC-DNA inh 2%, Gal4-VP16 FLuc -10%, RORg inh 34%, NPC1 promoter act 17%, p53 reactivation -2%, Rab9 prom act -1%, uPA surface inh 2% and BRCA1 expr up -28%.
Screening O=C(CNC(=O)c1cccs1)N/N=C/c1cccc(Cl)c1 returned FLuc counter -11%, MBNL1-CUG inh inconclusive, ELG1 genotox 3%, MLL CXXC-DNA inh 2%, Gal4-VP16 FLuc 3%, RORg inh 7%, NPC1 promoter act -4%, p53 reactivation -12%, Rab9 prom act -1%, uPA surface inh -27% and BRCA1 expr up 0%.
For CCN(CC)C(=O)C1CCCN(C(=O)c2cc(COc3ccc4ncccc4c3)on2)C1 (stereo not drawn) the results were FLuc counter 2%, MBNL1-CUG inh 0%, ELG1 genotox -21%, MLL CXXC-DNA inh 9%, Gal4-VP16 FLuc inconclusive, RORg inh 31%, NPC1 promoter act -2%, p53 reactivation -2%, Rab9 prom act -10%, uPA surface inh -15% and BRCA1 expr up 15%.
Cc1ccc(S(=O)(=O)NNC(=O)C(O)(c2ccccc2)c2ccccc2)cc1 was read as FLuc counter 0%, ELG1 genotox -1%, MLL CXXC-DNA inh -1%, Gal4-VP16 FLuc -9%, RORg inh -13%[10 µM], NPC1 promoter act 0%, p53 reactivation 0%, Rab9 prom act -3%, uPA surface inh 8% and BRCA1 expr up -11%.
